High-throughput results as filed in PubChem BioAssay.
NRP1-CendR mod: modulators of CendR peptide binding to NRP-1, primary screen, biochemical, fluorescence polarization, uHTS; Neuropilin-1 (Homo sapiens), O14786; FAM-RPARPAR peptide binding to NRP-1; inhibition, % at 25 µM; actives 0.85% (n = 360,000);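 active = inhibition or corrected inhibition above about 18%, plus a signal ratio from 0.5 to 1.5, limit read from the data, passing the limit was not always enough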; note: strong numbers were not always called active
Target sequence (O14786 whole entry, looked up): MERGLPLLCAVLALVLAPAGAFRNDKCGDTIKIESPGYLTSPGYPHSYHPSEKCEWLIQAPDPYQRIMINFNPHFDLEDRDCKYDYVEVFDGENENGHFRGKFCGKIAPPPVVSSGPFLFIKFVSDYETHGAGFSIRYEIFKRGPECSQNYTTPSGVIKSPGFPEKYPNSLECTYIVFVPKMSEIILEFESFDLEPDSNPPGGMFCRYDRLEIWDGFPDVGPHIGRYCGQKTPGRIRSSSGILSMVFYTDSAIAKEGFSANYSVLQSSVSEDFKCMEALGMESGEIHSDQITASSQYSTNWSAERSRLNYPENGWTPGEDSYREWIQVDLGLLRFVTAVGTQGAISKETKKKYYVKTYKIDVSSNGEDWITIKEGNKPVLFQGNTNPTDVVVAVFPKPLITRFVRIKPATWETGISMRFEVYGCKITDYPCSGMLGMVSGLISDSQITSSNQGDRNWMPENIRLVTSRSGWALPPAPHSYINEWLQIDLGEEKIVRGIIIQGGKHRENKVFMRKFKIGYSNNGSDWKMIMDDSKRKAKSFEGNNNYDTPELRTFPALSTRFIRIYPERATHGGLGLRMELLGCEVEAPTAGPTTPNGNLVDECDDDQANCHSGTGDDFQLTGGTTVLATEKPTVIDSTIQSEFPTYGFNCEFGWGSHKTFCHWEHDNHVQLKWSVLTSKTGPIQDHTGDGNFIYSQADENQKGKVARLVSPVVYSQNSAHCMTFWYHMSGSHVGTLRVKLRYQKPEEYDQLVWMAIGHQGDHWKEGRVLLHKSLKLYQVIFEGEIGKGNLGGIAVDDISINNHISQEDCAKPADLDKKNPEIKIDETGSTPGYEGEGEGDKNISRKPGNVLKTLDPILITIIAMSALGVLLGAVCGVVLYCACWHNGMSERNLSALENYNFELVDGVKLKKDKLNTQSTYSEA
SKN-1 inh: suppressors of acrylamide-induced Pgst-4::GFP reporter in worms, primary screen, SKN-1 inhibitor project, whole organism, uHTS, GFP/RFP fluorescence ratio, strain VP596; inhibition, % at 21.8 µM; AID 624304, 2012; C. elegans VP596 Pgst-4::GFP/RFP ratio, 24 h; actives 0.49% (n = 360,000);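 active = interference check ratio from 0.5 to 1.5 plus GFP to RFP signal ratio inhibition reaching or exceeding a fixed threshold, cut at about 30% in these data, passing the limit was not always enough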; note: some compounds called inactive have numbers as strong as hits
NadD block: inhibitors of S. aureus NadD, primary screen, biochemical, colorimetric, uHTS | purified NadD enzyme, colorimetric absorbance read-out | inhibition, % at 20 µM | actives 0.78% (n = 360,000) | AID 602399, 2012; in the data active = inhibition above about 26%; note: some compounds past the cut are filed as inactive
DNMT1 inh: human DNMT1 methyltransferase inhibitors, primary screen, biochemical, molecular beacon, fluorescence, HinP1I cleavage, uHTS | DNA (cytosine-5)-methyltransferase 1 (Homo sapiens), P26358 | inhibition (reported as % activation of signal), % at 10 µM | actives 0.83% (n = 360,000) | AID 588458, 2011; in the data active = inhibition above about 50%
STEP block: STEP phosphatase inhibitors, primary screen, biochemical, fluorescence intensity, uHTS; recombinant STEP, OMFP fluorogenic substrate; inhibition, % at 20 µM; actives 0.25% (n = 360,000);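 active = inhibition at 20 µM, scaled per plate between control wells, above about 37%, limit read from the data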;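 note: 0% = DMSO with enzyme and substrate and 100% = substrate only without enzyme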
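System: STEP phosphatase, cell-free reaction; Buffer or medium: Bis-Tris pH 6.0 buffer with DTT, detergent; Incubation: 20 min at room temperature, dark; Measured by: fluorescence, 480/540 nm.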
SUMO1 PPI mod: modulators of SUMO1 protein-protein interactions, primary screen, biochemical, uHTS. SUMO1 binding to a labelled peptide, TR-FRET, 1 h. inhibition, % at 20 µM. actives 0.33% (n = 360,000). AID 602429, 2012. Small ubiquitin-related modifier 1 (Homo sapiens), P63165; in the data active = inhibition above about 37%
Scp-1 inhibitor: Scp-1 phosphatase inhibitors, primary screen, biochemical, colorimetric, uHTS; Carboxy-terminal domain RNA polymerase II polypeptide A small phosphatase 1 (Homo …; Recombinant Scp1, phosphopeptide, malachite green phosphate absorbance; inhibition, % at 20 µM; actives 0.88% (n = 340,000); AID 493091, 2011;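 active = inhibition above about 50% at 20 µM, limit read from the data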;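 note: plate controls were DMSO wells with enzyme for no effect and wells lacking enzyme for full effect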
Target sequence (Q9GZU7 76-261 limits assumed): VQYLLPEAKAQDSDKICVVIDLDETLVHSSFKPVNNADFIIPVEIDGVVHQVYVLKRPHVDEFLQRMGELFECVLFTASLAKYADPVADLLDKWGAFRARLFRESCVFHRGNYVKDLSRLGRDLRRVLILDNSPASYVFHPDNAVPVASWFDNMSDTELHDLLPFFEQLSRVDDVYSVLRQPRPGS
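assay system = SCP-1 phosphatase catalytic domain, residues 76-261 | buffer or medium = 50 mM Tris acetate pH 5.5, 0.005% Tween-20, 10 mM MgCl2 | incubation = enzyme reaction 45 min at room temperature, colour 5 min, stabilisation 30 min | signal = Phosphate-binding colour reagent, absorbance read at 630 nm | measure = % inhibition at 20 µM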
TbMetRS inhib: T. brucei MetRS inhibitors, primary screen, biochemical, luminescence | actives 0.4% (n = 360,000) | inhibition, % at 11.9 µM | methionyl-tRNA synthetase (Trypanosoma brucei brucei) | purified T. brucei MetRS, ATP depletion, Kinase-Glo luminescence;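 active = inhibition above a per-plate cutoff of the control wells' mean inhibition plus 3 SD, cut at about 5.5% in these data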;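 note: 0% = DMSO wells median and 100% = median of wells with control inhibitor compound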
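Material – parasite MetRS enzyme · Medium – HEPES-MgCl2-KCl buffer plus DTT, spermine, BSA, pyrophosphatase · Reagent – ATP, methionine and E. coli bulk tRNA substrates · Times – 15 min enzyme-compound preincubation, 2 h reaction, 10 min detection, 25 °C · Measured by – luminescence of leftover ATP · Evaluation – percent inhibition relative to median high and low control wells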
LMPTP inh: LMPTP phosphatase inhibitors, primary screen, biochemical, fluorescence intensity, uHTS; Low molecular weight phosphotyrosine protein phosphatase (Homo sapiens), P24666; recombinant LMPTP-A, OMFP fluorogenic substrate; inhibition, % at 20 µM; actives 0.22% (n = 360,000);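 active = compounds that cut the enzyme signal by at least half of the control window in the single-dose screen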;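 note: plate controls were DMSO wells with enzyme plus substrate for no effect and substrate without enzyme for full effect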
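Test system: LMPTP-A phosphatase enzyme; input: 0.625 nM LMPTP-A final; reagent: OMFP substrate, 400 µM final; compound dosing: 20 µM single dose, 3% DMSO; incubation: 50 min dark incubation at room temperature; measured by: endpoint fluorescence intensity from OMFP dephosphorylation; measure: % inhibition relative to no-enzyme and uninhibited control wells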
Neddyl block: inhibitors of cullin neddylation, primary screen, biochemical, TR-FRET, uHTS, NAE and Ubc12. NEDD8-conjugating enzyme Ubc12 (Homo sapiens) + NEDD8-activating enzyme E1 regulatory …. calls only at 25 µM. actives 0.58% (n = 360,000). AID 651699, 2012; in the data active = inhibition above about 36%
Starred values were filed as active, the others as inactive.

What do the screens show for `O=C(NCCc1ccccc1)C(=O)Nc1nccs1`?
NRP1-CendR mod: -6; SKN-1 inh: 0; NadD block: -5; DNMT1 inh: 21; STEP block: -2; SUMO1 PPI mod: -3; Scp-1 inhibitor: -7; TbMetRS inhib: 0.0; LMPTP inh: -0.3; Neddyl block: inactive

What do the screens show for `O=C(OCC(F)(F)F)c1cccc(COc2ccc3ccccc3c2)c1`?
NRP1-CendR mod: -2; SKN-1 inh: 10; NadD block: -2; DNMT1 inh: -1; STEP block: 7; SUMO1 PPI mod: 1; Scp-1 inhibitor: -10; TbMetRS inhib: -1.2; LMPTP inh: 4.4; Neddyl block: inactive

What do the screens show for `Cc1ccc(N=C2NC(=O)/C(=C/c3cccnc3)S2)c(C)c1`?
NRP1-CendR mod: 0; SKN-1 inh: 1; NadD block: 3; DNMT1 inh: 0; STEP block: 3; SUMO1 PPI mod: -10; Scp-1 inhibitor: -5; TbMetRS inhib: 2.5; LMPTP inh: -0.4; Neddyl block: inactive

What do the screens show for `CC1CCCCN1C(=O)CSc1nnc(-c2ccccc2F)o1` (stereo unspecified)?
NRP1-CendR mod: 18; SKN-1 inh: 1; NadD block: -1; DNMT1 inh: 1; STEP block: -1; SUMO1 PPI mod: 2; Scp-1 inhibitor: 1; TbMetRS inhib: -0.8; LMPTP inh: -0.6; Neddyl block: inactive

Results for CC(=O)c1ccc(NC(=S)N2CCC(Cc3ccccc3)CC2)cc1 ?
NRP1-CendR mod: -2; SKN-1 inh: -24; NadD block: 3; DNMT1 inh: -2; STEP block: 5; SUMO1 PPI mod: -1; Scp-1 inhibitor: -9; TbMetRS inhib: 0.1; LMPTP inh: 1.4; Neddyl block: inactive

How did O=C(Nc1ccc(Br)cc1)Nc1ccccc1Cl do in these assays?
NRP1-CendR mod: 14; SKN-1 inh: 23; NadD block: -5; DNMT1 inh: 3; STEP block: -2; SUMO1 PPI mod: -2; Scp-1 inhibitor: -8; TbMetRS inhib: -0.1; LMPTP inh: 3.2; Neddyl block: inactive

Results for O=C(COc1ccc(Cl)cc1)Nc1cccc(-c2ccc(N3CCOCC3)nn2)c1 ?
NRP1-CendR mod: -5; SKN-1 inh: 3; NadD block: 4; DNMT1 inh: -4; STEP block: 1; SUMO1 PPI mod: -12; Scp-1 inhibitor: 2; TbMetRS inhib: -0.2; LMPTP inh: 2.0; Neddyl block: inactive

Results for Nc1nc(/C=C/c2ccc(F)cc2)nc(-c2ccccc2O)n1 ?
NRP1-CendR mod: -4; SKN-1 inh: 4; NadD block: -3; DNMT1 inh: 12; STEP block: 0; SUMO1 PPI mod: 2; Scp-1 inhibitor: -2; TbMetRS inhib: -1.0; LMPTP inh: -0.6; Neddyl block: inactive

What do the screens show for `O=c1c2cc([N+](=O)[O-])ccc2sn1-c1ccccc1`?
NRP1-CendR mod: -3; SKN-1 inh: -2; NadD block: 7; DNMT1 inh: -6; STEP block: 0; SUMO1 PPI mod: -28; TbMetRS inhib: -1.3; LMPTP inh: -1.2; Neddyl block: inactive

What do the screens show for `Fc1ccccc1-c1nnc2c3ccccc3nc(N3CCOCC3)n12`?
NRP1-CendR mod: -2; SKN-1 inh: -3; NadD block: 3; DNMT1 inh: -1; STEP block: 1; SUMO1 PPI mod: 2; Scp-1 inhibitor: 0; TbMetRS inhib: 0.1; LMPTP inh: -0.4; Neddyl block: inactive

The closing 4 compounds of the section above open the next one.
Results for O=C(COc1ccc(Cl)cc1)Nc1cccc(-c2ccc(N3CCOCC3)nn2)c1 ?
NRP1-CendR mod: -5; SKN-1 inh: 3; NadD block: 4; DNMT1 inh: -4; STEP block: 1; SUMO1 PPI mod: -12; Scp-1 inhibitor: 2; TbMetRS inhib: -0.2; LMPTP inh: 2.0; Neddyl block: inactive

Results for Nc1nc(/C=C/c2ccc(F)cc2)nc(-c2ccccc2O)n1 ?
NRP1-CendR mod: -4; SKN-1 inh: 4; NadD block: -3; DNMT1 inh: 12; STEP block: 0; SUMO1 PPI mod: 2; Scp-1 inhibitor: -2; TbMetRS inhib: -1.0; LMPTP inh: -0.6; Neddyl block: inactive

What do the screens show for `O=c1c2cc([N+](=O)[O-])ccc2sn1-c1ccccc1`?
NRP1-CendR mod: -3; SKN-1 inh: -2; NadD block: 7; DNMT1 inh: -6; STEP block: 0; SUMO1 PPI mod: -28; TbMetRS inhib: -1.3; LMPTP inh: -1.2; Neddyl block: inactive

What do the screens show for `Fc1ccccc1-c1nnc2c3ccccc3nc(N3CCOCC3)n12`?
NRP1-CendR mod: -2; SKN-1 inh: -3; NadD block: 3; DNMT1 inh: -1; STEP block: 1; SUMO1 PPI mod: 2; Scp-1 inhibitor: 0; TbMetRS inhib: 0.1; LMPTP inh: -0.4; Neddyl block: inactive

Results for COc1ccc(CCN2CCCn3c2nc2c3c(=O)n(CC(N)=O)c(=O)n2C)cc1OC ?
NRP1-CendR mod: 7; SKN-1 inh: -2; NadD block: -5; DNMT1 inh: 2; STEP block: 3; SUMO1 PPI mod: 1; Scp-1 inhibitor: -12; TbMetRS inhib: -0.2; LMPTP inh: -2.3; Neddyl block: inactive

What do the screens show for `CCCN1C2=C(C(=O)CC(C)(C)C2)C(c2ccc(F)cc2)C2=C1c1ccccc1C2=O` (stereo unspecified)?
NRP1-CendR mod: -3; SKN-1 inh: 16; NadD block: 0; DNMT1 inh: -4; STEP block: 4; SUMO1 PPI mod: -19; Scp-1 inhibitor: -2; TbMetRS inhib: 0.4; LMPTP inh: 4.7; Neddyl block: inactive

What do the screens show for `Cc1ccc(S(=O)(=O)NCc2ccccc2)cc1C(=O)NCC(=O)Nc1c(C)cccc1C`?
NRP1-CendR mod: -11; SKN-1 inh: 17; NadD block: -5; DNMT1 inh: -4; STEP block: 0; SUMO1 PPI mod: -2; TbMetRS inhib: 0.0; LMPTP inh: -1.8; Neddyl block: inactive

How did COC(=O)c1cc2nc(-c3ccc(OC)cc3)cc(C(F)(F)F)n2n1 do in these assays?
NRP1-CendR mod: 4; SKN-1 inh: 5; NadD block: -6; DNMT1 inh: 9; STEP block: -2; SUMO1 PPI mod: -2; Scp-1 inhibitor: -10; TbMetRS inhib: -0.8; LMPTP inh: -0.1

How did CCCCOc1ccc(/C(O)=C(\C#N)c2nc3ccccc3[nH]2)cc1 do in these assays?
NRP1-CendR mod: -7; SKN-1 inh: 18; NadD block: 4; DNMT1 inh: 3; STEP block: -2; SUMO1 PPI mod: -9; Scp-1 inhibitor: -3; TbMetRS inhib: -0.9; LMPTP inh: -1.0; Neddyl block: inactive

Results for CC(C)NCC(O)COCCOc1ccc(C(C)(C)C)cc1 (stereo unspecified) ?
NRP1-CendR mod: 2; SKN-1 inh: -10; NadD block: -4; DNMT1 inh: 1; STEP block: 1; SUMO1 PPI mod: 1; Scp-1 inhibitor: -5; TbMetRS inhib: -0.2; LMPTP inh: -0.1; Neddyl block: inactive

How did CCC(CC)C(=O)Nc1nc(-c2ccc3c(c2)CCN3C(=O)C2CC2)c(C)s1 do in these assays?
NRP1-CendR mod: -3; SKN-1 inh: 0; NadD block: 6; DNMT1 inh: -8; STEP block: 2; SUMO1 PPI mod: -16; Scp-1 inhibitor: -3; TbMetRS inhib: -0.9; LMPTP inh: 0.7; Neddyl block: inactive

Results for Cc1ccc(S(=O)(=O)Cc2ccc(C(=O)NCCCN3CCCC3=O)o2)cc1 ?
NRP1-CendR mod: -5; SKN-1 inh: -6; NadD block: 2; DNMT1 inh: 3; STEP block: -2; SUMO1 PPI mod: 3; Scp-1 inhibitor: -7; TbMetRS inhib: -0.4; LMPTP inh: -2.5; Neddyl block: inactive

Results for CCOC(=O)CSC1=C(C#N)C(c2ccc(Cl)cc2)C(C(=O)OC)C(=O)N1 (stereo unspecified) ?
NRP1-CendR mod: 2; SKN-1 inh: 0; NadD block: -2; DNMT1 inh: 3; STEP block: -6; SUMO1 PPI mod: -2; Scp-1 inhibitor: -1; TbMetRS inhib: -1.1; LMPTP inh: 0.4; Neddyl block: inactive

What do the screens show for `COc1ccccc1NC(=O)COc1ccc(CO)cc1Cl`?
NRP1-CendR mod: -12; SKN-1 inh: 12; NadD block: -2; DNMT1 inh: -1; STEP block: 1; SUMO1 PPI mod: 3; Scp-1 inhibitor: -6; TbMetRS inhib: -0.9; LMPTP inh: 0.1; Neddyl block: inactive

Results for CCN(CC)S(=O)(=O)c1ccc(N2CCOCC2)c(NC(=O)c2ccc(=O)[nH]c2)c1 ?
NRP1-CendR mod: 8; SKN-1 inh: 5; NadD block: 0; DNMT1 inh: 4; STEP block: 1; SUMO1 PPI mod: 0; Scp-1 inhibitor: -1; TbMetRS inhib: -0.1; LMPTP inh: -0.5; Neddyl block: inactive

What do the screens show for `CN(C(=O)NC(=O)C1=C(N2CCOCC2)/C(=C/c2ccccc2)CC1)S(C)(=O)=O`?
NRP1-CendR mod: -28; SKN-1 inh: 6; NadD block: 3; DNMT1 inh: 1; STEP block: 1; SUMO1 PPI mod: -11; Scp-1 inhibitor: -10; TbMetRS inhib: -0.4; LMPTP inh: -1.9

How did CC(=O)C1=NN(c2ccccc2)C2(S1)S/C(=C\c1ccccc1)C(=O)N2c1ccccc1 (stereo unspecified) do in these assays?
NRP1-CendR mod: 1; SKN-1 inh: 13; NadD block: 27; DNMT1 inh: 1; STEP block: 2; SUMO1 PPI mod: 0; Scp-1 inhibitor: -15; TbMetRS inhib: -0.2; LMPTP inh: 1.9; Neddyl block: inactive

Results for Cc1ccc(NC(=O)CCn2nc(C)cc2C)cc1 ?
NRP1-CendR mod: -8; SKN-1 inh: 19; NadD block: 8; DNMT1 inh: -1; STEP block: -1; SUMO1 PPI mod: -1; Scp-1 inhibitor: 6; TbMetRS inhib: -0.3; LMPTP inh: 1.6; Neddyl block: inactive
